Statin myotox sup = protects C2C12 myotubes from simvastatin toxicity; ATP luminescence, 48 h; scaled: DMSO 0, geranylgeraniol control 100; rescue of ATP level, % at 7.49 µM; 330,000 tested, 0.78% active; AID 602340;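 active means mean ATP rescue above about 67%, or every replicate alone reaching that limit, limit read from the data, passing the limit was not always enough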;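 further: myotubes were challenged with 10 µM simvastatin during compound exposure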
PglD inh = inhibitors of Campylobacter jejuni PglD acetyltransferase; 360,000 tested, 0.098% active; AID 602405; purified PglD enzyme, DTNB colorimetric CoA detection; inhibition, % at 12.5 µM; in the data active means inhibition above about 16%, passing the limit was not always enough; further: strong numbers were not always called active
An asterisk follows results filed as active. Only part of the results is shown; rates above refer to the full screens.

SMILES	Statin myotox sup	PglD inh
Cc1ccc(C(=O)N/C(=C\c2cccs2)C(=O)NCc2ccncc2)cc1	24	3
Cc1ccc(C(=O)COC(=O)CNC(=O)c2cccs2)cc1	9	1
CCN1CCN(c2nc3ccccc3nc2C(C#N)C(=O)OCc2ccccc2)CC1 (stereo unspecified)	8	13
CCC1CCCCN1C(=O)Cn1c(C(=O)OC)cc2sc(Cl)cc21 (stereo unspecified)	2	-2
COCC(=O)Nc1nnc(COc2ccc(Cl)cc2)s1	-5	-9
CC(C)C(=O)Nc1ccc(NC(=O)c2ccccc2Cl)nc1	-40	2
COc1ccccc1N(C(=O)CNC(=O)c1ccco1)C(C(=O)NC1CCCC1)c1ccncc1 (stereo unspecified)	4	-1
Cc1cc(NCCCN)nc(-c2ccccc2O)n1	18	4
CC(C)CC(NC=C1C(=O)OC(C)(C)OC1=O)C(=O)O (stereo unspecified)	0	-1
O=C(NCCCN1CCOCC1)c1cc(C(=O)C2CC2)c[nH]1	-7	4
N#CCCN(Cc1cccnc1)C(=O)Nc1cccc(Cl)c1	7	-1
Nc1nc(NC(=O)Cc2ccccc2)nn1-c1ccccc1	4	-4
COc1ccc(CNC(=O)C2CCCN2C(=O)NC2CCCCC2)cc1 (stereo unspecified)	3	4
COc1ccc(C)cc1NC(=O)CN1CCN(CC(=O)Nc2ccccc2F)CC1	14	-2
Cc1nn(Cc2ccc(Cl)cc2)c(C)c1NC(=O)c1c(-c2ccccc2)noc1C	6	-2
Cc1ccc(-c2nc3sc4c(c3c(=O)n2N)CCCC4)cc1	-34	1
Cc1ccc(CNC(=O)Cn2cccc2C(=O)c2ccccc2)cc1	109*	11
Cn1c(=O)c2c(nc(CN3CCN(C(=O)c4ccco4)CC3)n2Cc2cccc(Cl)c2)n(C)c1=O	-4	-2
COCC(C)n1c(SCC(=O)NCCC2=CCCCC2)nc2ccccc2c1=O (stereo unspecified)	-4	2
CSc1nncn1/N=C/c1ccccc1F	6	-2
N#CCCN(C(=O)CSc1ccc2c(c1)OCCO2)c1ccc(F)cc1	-1	2
CCNC(=O)CCSc1nc2cc(Cl)ccc2o1	-7	4
O=C(NCCNS(=O)(=O)c1ccccc1)N1CCOCC1	19	2
c1csc(-c2nn3c(Cn4cnc5ccccc54)nnc3s2)c1	43	1
CCCCCCN=CC1=C(O)CC(C)(C)CC1=O	-9	3

Whole records from above. Screens in order: Statin myotox sup	PglD inh
`N#CCCN(Cc1cccnc1)C(=O)Nc1cccc(Cl)c1` in the list: 7	-1
`O=C(NCCCN1CCOCC1)c1cc(C(=O)C2CC2)c[nH]1` in the list: -7	4

Next section.
SMILES	Statin myotox sup	PglD inh
Cc1ccc2c(=O)cc(C(=O)NCCc3ccc(S(N)(=O)=O)cc3)oc2c1	-1	7
CCCCc1sc(-c2c(C#N)c(N)nc3c2CCCCC3)cc1[N+](=O)[O-]	8	0
CCC(c1nnnn1C1CCCC1)N(Cc1cccs1)Cc1cc2cc(C)ccc2[nH]c1=O (stereo unspecified)	-1	-3
CC(C)NC(C(=O)Nc1cc(Cl)cc(Cl)c1)c1ccccc1 (stereo unspecified)	22	-7
c1ccc(CN(Cc2cccs2)C(c2cccs2)c2nnnn2C2CCCC2)cc1 (stereo unspecified)	14	-12
OCCN1CCOCCN(CCO)CCOCC1	0	21*
O=C(COC(=O)c1ccccn1)Nc1nccs1	-1	4
O=C(Cn1cnc2c(cnn2-c2ccc(Cl)cc2)c1=O)NCC1CCCO1 (stereo unspecified)	85*	-14
COC(=O)c1nc(NC(=O)C(C)(C)C)n[nH]1	13	-1
CC(C)c1[nH]nc2c1C(Cc1ccccc1)C(C#N)=C(N)O2 (stereo unspecified)	6	5
Cc1ccc(S(=O)(=O)N2CCC(C(=O)N3Cc4ccccc4C3)CC2)cc1	-14	17
Cc1ccc(NS(C)(=O)=O)c(C(=O)c2ccccc2)c1	-11	5
CO/N=C(/CS(=O)Cc1ccc(Cl)cc1)c1ccc(Cl)cc1 (stereo unspecified)	-8	-5
COc1cccc(O[C@@H]2O[C@@H]3COC(C)(C)O[C@H]3[C@H](O)[C@H]2NC(C)=O)c1	-9	0
N#Cc1ccccc1N=Cc1ccc(Br)cc1	-1	-1
CN(Cc1ccccc1)S(=O)(=O)c1ccc2[nH]cc(C(=O)NCC3CCCO3)c(=O)c2c1 (stereo unspecified)	-40	2
CCn1c(C)nc2cc(C(=O)OCCC(F)(F)F)ccc21	2	5
CC(C)CCN=Cc1c(O)n(-c2ccccc2)c(=O)c2ccccc12	19	2
COc1cc(CNCCc2ccccc2)ccc1OCC(=O)NC(C)(C)C	-7	5
O=C(Nc1ccccc1)c1ccc(CSc2ncccn2)cc1	-25	9
CCCc1[nH]c(=O)c(C#N)c2c1CCCC2	-2	0
Oc1ccc(Cl)cc1/C=N/c1nc2ccccc2[nH]1	-10	2
COc1ccccc1NC(=O)c1ccc(NS(C)(=O)=O)cc1	-27	5
C=CCNC(=O)CN(c1ccc(F)cc1)S(=O)(=O)c1ccc(OC)cc1	9	-3
CN(Cc1ccccc1)C1CC(=O)N(c2ccc(C(=O)O)cc2)C1=O (stereo unspecified)	-5	3

In a second layout: 2 of the compounds above.
Under each structure: Statin myotox sup, PglD inh
> CC(C)c1[nH]nc2c1C(Cc1ccccc1)C(C#N)=C(N)O2 (stereo unspecified)
 : 6, 5
> CCn1c(C)nc2cc(C(=O)OCCC(F)(F)F)ccc21
 : 2, 5

The list continues:
SMILES	Statin myotox sup	PglD inh
Cc1cc(Cl)c(S(=O)(=O)N(C)C)cc1OCC(N)=O	-9	-4
CC(C)c1cc(C(=O)O)on1	7	1
COC(=O)CN(c1cccc(OC)c1)S(C)(=O)=O	-8	-3
Nc1ccc2oc(-c3cccs3)nc2c1	-3	-11
CC(C)n1c(SCC(=O)Nc2ccccc2)nc2c1c(=O)n(C)c(=O)n2C	11	-3
CCN(CC)S(=O)(=O)c1cc(C(=O)Nc2ccccn2)ccc1C	-1	2
Cc1nc2ccc(C(=O)N3CCN(c4ccccn4)CC3)cc2s1	-10	1
Oc1ccc2ccccc2c1CN1CCN(c2ccccc2)CC1	5	-5
CCOC(=O)C1CCN(C(=O)CNS(=O)(=O)c2ccc(Br)s2)CC1	-3	-3
O=[N+]([O-])c1c(NCCO)cc(N2CCC3(CC2)OCCO3)c2nonc12	-6	-15
CC(C)(C)c1ccc(C(=O)NNC(=O)C(=O)N2CCCCC2)cc1	-8	0
CC1(C)CC(=O)C2=C(C1)OC(N)=C(C#N)C21CCN(C(=O)OCc2ccccc2)CC1	0	0
Cc1ccc(NC(=O)C2CCN(S(=O)(=O)c3c(C)noc3/C=C/c3ccco3)CC2)nc1	-11	-4
CCCCC(=O)Nc1cc(OC)c(NC(=O)C2CCCCC2)cc1OC	2	4
O=c1nc(-c2ccccc2)c2cc(Cl)ccc2[nH]1	6	2
CCc1cccc(NC(=O)COc2ccccc2)c1	12	11
C=CCn1c(COc2ccccc2)nnc1SCC(=O)O	-2	1
CCc1c(C)nc2[nH]nc(-c3ccccc3C)n2c1=O	-1	3
COc1cc(=O)[nH]c(=O)n1C(=O)Cc1ccccc1	90*	0
COCCNC(=O)C1c2cc(OC)c(OC)cc2C(=O)N(C)C1c1cccnc1 (stereo unspecified)	-3	5
O=C(c1ccc(CN2CCOCC2)cc1)N1CCN(c2cccc(Cl)c2)CC1	103*	1
COc1cccc(C(=O)Nc2nc(C)cs2)c1	-1	3
Cc1cccc(S(=O)(=O)NC(Cc2c[nH]c3ccccc23)C(=O)O)c1 (stereo unspecified)	-7	0
CCOC(=O)N1CCN(CC(O)COc2c(OC)cccc2OC)CC1 (stereo unspecified)	19	-3
COc1ccc(Cl)cc1NC(=S)NCc1ccco1	7	-9

An excerpt of these results, with values under each structure:
Each structure is followed by: Statin myotox sup	PglD inh
> Cc1ccc(C(=O)COC(=O)CNC(=O)c2cccs2)cc1
    9	1
> CCCCc1sc(-c2c(C#N)c(N)nc3c2CCCCC3)cc1[N+](=O)[O-]
    8	0
> COc1ccccc1N(C(=O)CNC(=O)c1ccco1)C(C(=O)NC1CCCC1)c1ccncc1 (stereo unspecified)
    4	-1
> Cc1nn(Cc2ccc(Cl)cc2)c(C)c1NC(=O)c1c(-c2ccccc2)noc1C
    6	-2

(more compounds)
SMILES	Statin myotox sup	PglD inh
CCOc1ccccc1NC1=CC(=O)CC(c2ccccc2)C1 (stereo unspecified)	-21	-1
COc1cc(C(=O)Nc2ccc(S(=O)(=O)Nc3onc(C)c3C)cc2)cc(OC)c1OC	0	6
CS(=O)(=O)N1CCC(C(=O)Nc2ccccc2)CC1	14	-1
CCc1noc(N)c1C(=O)Nc1ccc(F)c(Cl)c1	0	2
CCc1ccccc1NC(=O)c1ccc(F)c(S(=O)(=O)N2CCC(C(N)=O)CC2)c1	1	2
O=C(NCc1ccc2c(c1)OCO2)C1CC(=O)N(c2ccc(O)cc2)C1 (stereo unspecified)	-1	-6
CC(C)C(C(=O)C=[N+]=[N-])N1C(=O)c2ccccc2C1=O (stereo unspecified)	-11	0
CC(C)(C(=O)c1ccccc1)/[N+]([O-])=C/c1ccccc1F	7	-2
COc1ccc(/C(CC2(O)C(=O)Nc3ccccc32)=N\O)cc1 (stereo unspecified)	14	1
CSc1nsc(SC)c1C(=O)NCCNS(=O)(=O)c1ccc(C)cc1	10	-5
c1ccc(Oc2nc(Oc3ccccc3)nc(N3CCOCC3)n2)cc1	-7	-6
CCC(C)NC(=O)Cn1cnc2sc(C)cc2c1=O (stereo unspecified)	8	0
CCOc1cc(N2CCOCC2)c(OCC)cc1NC(=O)CSc1cccc[n+]1[O-]	-6	-4
ON1C(c2ccccc2)CC2(O)c3nonc3CCC12 (stereo unspecified)	4	1
COc1ccc(/C=N/OCc2nc3c4c(ncn3n2)Oc2ccc3ccccc3c2C4c2ccccc2)cc1 (stereo unspecified)	2	-3
C=C(C)Cn1c(CCNC(=O)CCC)nc2ccccc21	1	6
C=CCOc1ccc(/C=N\NC(N)=S)cc1	-33	-2
COc1ccc(NC(=O)C2CCCN2S(=O)(=O)c2ccc(C)cc2)cc1 (stereo unspecified)	9	-2
COc1ccc(CC(=O)n2nc(-c3cccnc3)nc2N)cc1	5	2
CCn1c(NC(=O)Nc2ccccc2OC)nc2ccccc21	2	-7
CCc1ccc(C(=O)COC(=O)CNC(=O)c2cccs2)cc1	4	2
COc1ccc(N2CCN(Cc3cc(=O)oc4ccc(Cl)cc34)CC2)cc1	4	0
CC(=O)c1ccc(NC(=O)CCC(=O)OCC(F)(F)C(F)F)cc1	-2	-2
CC1(C)CC(CC(=O)Nc2ccccn2)C(=O)O1 (stereo unspecified)	5	1
O=C(c1cc(-c2ccncc2)nc2ccccc12)N1CCN(c2ccccn2)CC1	0	0

Quoted from the listing:
`CC(C)C(C(=O)C=[N+]=[N-])N1C(=O)c2ccccc2C1=O` (stereo unspecified) @ Statin myotox sup: -11
`CCOc1ccccc1NC1=CC(=O)CC(c2ccccc2)C1` (stereo unspecified) @ PglD inh: -1
`O=C(NCc1ccc2c(c1)OCO2)C1CC(=O)N(c2ccc(O)cc2)C1` (stereo unspecified) @ Statin myotox sup: -1

Continued:
SMILES	Statin myotox sup	PglD inh
O=C1CC(c2ccco2)Cc2nc(N3CCN(Cc4ccc5c(c4)OCO5)CC3)ncc21 (stereo unspecified)	4	-2
COC(=O)c1ccc(N2CCC(c3cc(-c4ccc(OC)cc4)n[nH]3)CC2)c([N+](=O)[O-])c1	13	-1
O=C1c2ccccc2C(O)(c2ncc[nH]2)N1C1CCCCC1 (stereo unspecified)	5	1
Cc1cc(C)c2c(c1)cc(C)c1nnc(SCC(=O)Nc3ccc(S(=O)(=O)N4CCCCC4)cc3)n12	13	6
CCn1nnnc1SCC(=O)NNC(=O)C1CCCCC1	0	-2
CCn1c(=O)c2c(O)cc(=O)oc2c2ccccc21	-3	1
Clc1cccc(-c2cc3nc4c(c(N5CCN(c6cnccn6)CC5)n3n2)CCCC4)c1	-17	3
CCc1ccc2oc(=O)cc(CN3CCN(c4ccc(F)cc4)CC3)c2c1	5	-1
O=C(Nc1cccc2ncccc12)c1cc2ccccc2o1	-4	5
O=S(=O)(c1ccccc1)N1CCN(c2nc3ccccc3s2)CC1	6	7
CCNC(=O)NC(=O)C(C)Sc1ccc2c(c1)OCCO2 (stereo unspecified)	-3	3
COc1ccc(NC(=O)C2CC(=O)OC2(C)C)cc1 (stereo unspecified)	-6	-4
Cn1nc2c(c1C(=O)O)CCCC2	-1	0
O=C1NC(NS(=O)(=O)c2ccccc2)(C(F)(F)F)C(=O)N1Cc1cccnc1 (stereo unspecified)	0	-2
COC(=O)CSc1nnc(CNC(=O)c2cccs2)n1-c1cccc(C)c1	2	-2
CCSc1nnc(-c2cccc(S(=O)(=O)N(C)C)c2)n1-c1cc(OC)ccc1OC	-1	-3
O=C1NC2=C(CCc3ccccc32)C(c2ccc(Br)cc2)N1 (stereo unspecified)	-10	2
